Screens from PubChem BioAssay.
USP2a inh: blocks human ubiquitin-specific protease USP2a | O75604 | USP2 core, Ub-CHOP2 coupled fluorogenic reporter, 485/531 | Potency, µM (titrated, usually from 38.3 µM), for inactives: at the top dose activity change, negative = inhibition, hits mostly inhibitors | 330,000 tested, 0.01% active | AID 463254;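 further: potency means the concentration at half of the fitted maximal effect; plate controls were DMSO wells for no effect and full inhibition by NEM control for full effect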
Target sequence (O75604 whole entry, looked up): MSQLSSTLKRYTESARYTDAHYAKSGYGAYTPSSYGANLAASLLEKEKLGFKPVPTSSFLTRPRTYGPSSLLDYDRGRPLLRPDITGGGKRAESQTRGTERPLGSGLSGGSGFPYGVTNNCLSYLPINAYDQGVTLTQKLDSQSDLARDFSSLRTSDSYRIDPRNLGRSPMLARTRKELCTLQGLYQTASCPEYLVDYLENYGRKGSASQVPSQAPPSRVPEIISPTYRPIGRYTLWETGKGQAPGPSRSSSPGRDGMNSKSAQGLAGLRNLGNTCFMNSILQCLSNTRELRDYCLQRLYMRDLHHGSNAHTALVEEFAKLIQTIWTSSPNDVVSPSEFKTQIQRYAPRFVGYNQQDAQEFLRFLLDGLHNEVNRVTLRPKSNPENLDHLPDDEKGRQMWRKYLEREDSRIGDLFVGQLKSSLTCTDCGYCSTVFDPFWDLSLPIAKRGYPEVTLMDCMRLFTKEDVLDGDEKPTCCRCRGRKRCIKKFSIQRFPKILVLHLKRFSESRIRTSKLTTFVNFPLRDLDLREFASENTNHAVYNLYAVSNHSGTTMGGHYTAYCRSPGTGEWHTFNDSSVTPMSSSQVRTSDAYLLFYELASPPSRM
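USP2 core (10nM final) preincubated 30min RT with compound in 20mM Tris-HCl pH 8.0, 2mM CaCl2, 2mM beta-mercaptoethanol, 0.05% CHAPS; 25nM Ub-CHOP2 plus 25nM reporter substrate added, fluorescence (Ex485/Em531) read after 60min.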
A-T KAP1 phos: potential ataxia-telangiectasia treatment; […] A-T fibroblasts, KAP-1 phosphorylation AlphaLISA; neocarzinostatin DNA damage 30 min before lysis; Potency, µM (doses to about 57.5 µM), for inactives: at the top dose activation, hits mostly activators; 320,000 tested, 0.19% active; AID 485349; further: potency means the concentration at half of the fitted maximal effect; % of control where 0% means no effect; nearly all actives have a fitted effect of over 45% in size
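hTERT-immortalized A-T patient fibroblasts ([…]), 500 cells/well in OPTI-MEM, 1% FBS, got compounds for 60 min, then NCS for 30 min at 37C. Lysates were then assayed for phospho-KAP-1 by AlphaLISA (anti-pKAP1 donor, anti-KAP1 acceptor beads), 6 hr at 25C.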
KCNH2 WT inh: KCNH2 (human, wildtype) channel inhibition | Q12809 | U2OS, BacMam KCNH2, thallium flux FluxOr; active compounds read low | activity change, % at 1.84 µM | 340,000 tested, 0.37% active;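 active means maximum activity change below -70%; inconclusive means maximum activity change between -70% and -50%; inactive means maximum activity change above -50%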; further: on the % scale 0 is the no-effect control and ±100 the full control effect
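U2OS cells transduced with wild-type KCNH2 virus are loaded with FluxOr dye for 45 min, and thallium flux is measured in kinetic reads before and after stimulation buffer. Rate constants are normalized to DMSO controls.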
TRPV1 ag: activates the human vanilloid receptor TRPV1; Q8NER1; TRPV1-expressing cells, Fluo-8 calcium influx, agonist mode; activation, % at 8.33 µM; 320,000 tested, 0.19% active; in the data active means activation above about 80%; inconclusive means between about 30% and that limit; further: 0% is about no effect
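Cells expressing TRPV1 were dye-loaded with Fluo-8 and read kinetically: 10 s baseline, 3 min after compound (agonist portion), then 2 min after EC20 capsaicin (allosteric enhancer portion). Calcium-bound dye fluorescence at 480/520 nm.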
TCR activator: T cell receptor activation. primary human leukocytes, anti-CD3, IL-2 HTRF, 48 h. Potency, µM (top dose mostly 9.22 µM), for inactives: at the highest dose activation of IL-2 secretion, actives largely listed as activators. 330,000 tested, under 10 active; further: % of control where 0% means no effect
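48 hr co-incubation of compounds, a-CD3 beads and primary human leukocytes; IL-2 quantified homogeneously by HTRF with anti-IL-2 K and d2 conjugates.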
TSHR antag: antagonists of human thyroid stimulating hormone receptor | TSHR-expressing cells, TSH-stimulated cAMP HTRF, 2 h; active compounds read low | P16473 | activity change, negative = inhibition, % at 11.5 µM | 330,000 tested, 0.2% active;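 active means activity change below a set negative limit, meaning inhibition stronger than a set level, cut at about -70% in these data; inconclusive means activity change between two set negative limits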; further: on the % scale 0 is the no-effect control and ±100 the full control effect
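Cell-based HTRF cAMP assay; TSHR cells + compound, TSH EC80 (4nM final), 2 h, 37 deg C. Lysis with anti-cAMP cryptate and cAMP-d2, 30 min RT, read 665/620 nm.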
ELG1 DNA repair: blocks ELG1-dependent DNA repair in HEK293T cells; HEK293T ELG1-luciferase reporter, luminescence, 16 h; DNA damage induced by 5-fluorouridine; Potency, µM (top dose mostly 46.1 µM), for inactives: at the top dose activity change, negative = inhibition, most hits filed as inhibitors; 330,000 tested, 2.3% active; further: potency means the concentration at half of the fitted maximal effect; on the % scale 0 is the no-effect control and ±100 the full control effect; nearly all actives have a fitted effect of over 55% in size
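HEK293T cells expressing luciferase-tagged ELG1 (2,000/well) received 5-Fluorouridine plus compound or DMSO for 16 hr at 37 °C. Luciferase was read by ONE-Glo luminescence after 30 min at room temperature.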
KCNH2 3.1 block: inhibitors of human KCNH2 3.1 potassium channel isoform; activity change, % (tested at about 1.8 µM); 340,000 tested, 0.95% active; U2OS KCNH2 3.1, thallium flux FluxOr; active compounds read low;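 active means maximum activity change below -70%; inconclusive means maximum activity change from -70% to -50%; inactive means maximum activity change above -50%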;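 further: thallium influx rate constant from kinetic fluorescence after stimulation buffer; on the % scale 0 is the no-effect control and ±100 the full control effect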
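Thallium flux read-out: FluxOr dye with Red40 quencher in HBSS/HEPES, 45 min at RT. Rate constants from kinetic reads were normalized to positive and negative DMSO controls. Cells: U2OS virally expressing the 3.1 isoform.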
Mito fusion act: inhibitors of mitochondrial division or activators of mitochondrial fusion. S. cerevisiae fusion-defective mutant growth rescue, CellTiterGlo 48 h. AID 485298. 320,000 tested, 0.23% active. Potency, µM (top dose mostly 46.1 µM), inactives show at the highest dose growth rescue (activation), most hits filed as activators;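 further: potency means the concentration at half of the fitted maximal effect; % of control where 0% means no effect; nearly all actives have a fitted effect of over 45% in size; temperature-sensitive fusion mutants such as fzo1-1 at 37 °C on non-fermentable ethanol glycerol medium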
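Temperature-sensitive fusion-defective S. cerevisiae (e.g. fzo1-1, mgm1-5) were grown with compound in YPEG medium (3% ethanol, 3% glycerol) for 48 hours at 37C. Growth rescue was measured as viability by CellTiterGlo luminescence after 10 minutes at ambient.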
Eya2 inh: inhibitors of human Eya2 phosphatase activity; 330,000 tested, 0.006% active; AID 488837; Potency, µM (series often up to 76.9 µM), without a hit: at the highest dose activity, negative = inhibition, most hits filed as inhibitors; O00167; recombinant Eya2, OMFP fluorescence dephosphorylation (OMFP is methylfluorescein phosphate); further: potency means the concentration at half of the fitted maximal effect; on the % scale 0 is the no-effect control and ±100 the full control effect
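Eya2 (0.2 uM) preincubated 10 min at ambient with compound, then OMFP substrate added at 50 uM; 10 min reaction in 50 mM HEPES pH 7.5, 50 mM NaCl, 5 uM MgCl2, 0.05% BSA, 1 mM DTT. Fluorescence read at Ex 485/Em 525 nm.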
Numbers without * were called inactive; ? = inconclusive; . = no result given; & = joins results of further samples; [ ] = dose if it differs, or a comment. Unless noted, the call rests on the fitted dose curve; in most records, active means well fitted curve in the direction sought with a large enough effect; inconclusive means small, poorly fitted or top-dose-only effect, or another doubt; inactive means no such curve, though single readings can be large; an effect the other way counts as inactive or inconclusive. An excerpt. The share of hits here may be higher or lower than overall.

SMILES	USP2a inh	A-T KAP1 phos	KCNH2 WT inh	TRPV1 ag	TCR activator	TSHR antag	ELG1 DNA repair	KCNH2 3.1 block	Mito fusion act	Eya2 inh
Cc1cc(C)c2oc(=O)cc(CN3CCOCC3)c2c1	0%	-1%	-4	5	-7%[46.1 µM]	7	?	0	2%	1%
CC(C)CC(c1nnnn1Cc1ccco1)N1CCN(c2cccc(Cl)c2)CC1 (configuration not stated)	-1%	-1%	11	-6	2%	-26	?	11	?	1%
CCCCN(CCCNC(=O)c1ccc(CS(=O)(=O)c2ccc(OC)cc2)o1)Cc1ccccc1	5%	10%	59	0	5%	-10	-5%	-31	0%	-6%
COc1ccccc1C1=NOC(COC(=O)c2ccc3ccccc3n2)C1 (configuration not stated)	0%	7%	0	3	3%	-21	-6%	-17	-1%	-7%
O=C1N=C(N2CCOCC2)S/C1=C/c1ccc(-c2ccc(F)cc2)o1	-2%	4%	14	?	.	-5	?	7	10%	1%
Cc1cc(N2CCOCC2)nc(SCC(=O)c2ccccc2)n1	0%	?	-4	5	-5%	-2	?	-3	3%	28%
CC1CCc2sc3ncnc(N4CCN(C)CC4)c3c2C1 (configuration not stated)	-5%	1%	-6	-1	-47%	36	-24%	-9	0%	-1%
CC(=O)c1ccc(N2CCN(C(=O)CCS(=O)(=O)c3ccc4c(c3)NC(=O)CS4)CC2)cc1	1%	11%	-4	0	1%	33	0%	-11	0%	3%
O=[N+]([O-])c1ccc(N2CCN(c3nc(-c4ccc(Cl)cc4)cs3)CC2)cc1	1%	.	-7	0	0%	-8	?	?	-1%	-4%
N#Cc1ccc(C23CC4(C2)[C@H](CN(CC2CCCCC2)[C@@H]4c2ccccc2)C3c2ccc(C(F)(F)F)cc2)cc1 (some centres not stated)	-3%	-6%	.	-1	.	2	-4%	.	-33%	4%
NS(=O)(=O)c1ccc(CCNC(=O)Cc2ccccc2[N+](=O)[O-])cc1	3%	2%	-7	1	9%	-2	-6%	24	3%	0%
CCOc1ccccc1NC(=O)COC(=O)Cc1ccsc1	1%	7%	-15	5	.	-8	6%	-7	0%	-12%
COc1cc2c(C#N)c(N3CCCC3)nc(N)c2c(N)n1	1%	?	5&-5	.	3%&0%	23	12%	7&26	-7%	2%
COc1ccc(C(=O)NN2C(=S)N(c3ccc(OC)cc3)C(=O)C2CC(N)=O)cc1 (configuration not stated)	-3%	-8%	-12	1	-1%	5	?	-5	2%	8%
O=c1c2ccccc2nc(-c2ccco2)n1CCCn1ccnc1	-5%	8%	39	2	6%	7	?	-15	-4%	5%
COc1ccc2c(c1)CCC(C)N2S(=O)(=O)c1ccc(C2CNC(=O)C2)cc1 (configuration not stated)	3%	.	-7	0	1%[46.1 µM]	-12	-14%	24	0%	5%
Cc1ccc(-c2nn(CC(=O)NC(C)c3ccccc3)c(=O)c3ccccc23)cc1 (configuration not stated)	2%	-5%	-9	15	10%	-2	-4%	4	-1%	-6%
CCOc1[nH]n(-c2ccc(Cl)cc2)c(=O)c1C=NCc1cccnc1	0%	0%	-6	2	-2%	-2	3%	0	3%	1%
COc1ccccc1CNC(=O)/C=C/c1ccc(S(=O)(=O)N2CCOCC2)cc1	0%	5%	-18	-3	7%	1	?	1	4%	-8%
CCOCCCNC(=O)c1ccc2c(c1)ncn2-c1ccccc1OC	-1%	0%	-22	-2	-5%	-5	6%	6	-1%	18%
Cc1c(Cl)cccc1NC(=O)NCCCN1CCCC1=O	-13%	5%	0	0	0%	-2	4%	5	0%	-1%
COc1ccc(N2CCN(C(=O)COC(=O)CCOc3ccc(C(C)(C)C)cc3)CC2)cc1	1%	8%	-6	-3	-6%	0	-1%	10	5%	37%
O=S(=O)(c1ccc(Cl)cc1)c1cnc(-c2cccnc2)nc1-c1ccccc1	1%	-3%	4	0	-2%	4	3%	-5	-1%	-5%
Cc1ccc(S(=O)(=O)NCc2ccccn2)cc1C	0%	-16%	1	-2	2%	2	0%	1	0%	0%
COc1cccc(OC)c1C(=O)Nc1ccnn1C	2%	-11%	-1	-4	-4%	0	-2%	7	-9%	14%

The final 2 compounds of the part before are carried over, then new ones follow:
SMILES	USP2a inh	A-T KAP1 phos	KCNH2 WT inh	TRPV1 ag	TCR activator	TSHR antag	ELG1 DNA repair	KCNH2 3.1 block	Mito fusion act	Eya2 inh
Cc1ccc(S(=O)(=O)NCc2ccccn2)cc1C	0%	-16%	1	-2	2%	2	0%	1	0%	0%
COc1cccc(OC)c1C(=O)Nc1ccnn1C	2%	-11%	-1	-4	-4%	0	-2%	7	-9%	14%
Cc1ccc2c(NC(=S)NC(=O)c3ccccc3)cccc2n1	-2%	9%	2	11	2%	0	?	19	-1%	5%
CCC(OC(=O)c1nsc(Cl)c1Cl)C(=O)NCc1ccco1 (configuration not stated)	1%	-3%	4	-1	.	-6	-3%	9	3%	4%
CCN(CC)C(=O)c1ccc2c3c(cccc13)C(=O)N(CCc1ccc(OC)c(OC)c1)C2=O	-1%	-1%	5	1	2%[46.1 µM]	-24	4.6µM*	-10	2%	12%
CCC1C2CN(C(C)=O)CC=C2C(C#N)=C(N)C1(C#N)C#N (configuration not stated)	2%	-1%	-2	-1	2%	6	-11%	3	-1%	18%
COc1cc(/C=C2\SC(=S)N(CCC(=O)N3CCN(C)CC3)C2=O)cc(OC)c1OC	0%	-4%	-3	18	7%	-14	1%	18	10%	0%
CCC(=O)N1CCc2cc(S(=O)(=O)NCCC(=O)N3CCN(c4ccccn4)CC3)ccc21	2%	-10%	-9	3	0%	5	-10%	-13	2%	16%
O=C1CCCC(=O)N1c1ccc(N2CCOCC2)c([N+](=O)[O-])c1	2%	-3%	7	1	-4%	-1	3%	-5	4%	18%
O=C(Nc1nnc(S(=O)(=O)N2CCCCCC2)s1)c1cccc(Br)c1	-2%	0%	-11	2	1%	?	-3%	-3	3%	1%
CCCCN(C(=O)c1cc2c(s1)CCCC2)c1c(N)n(CCC)c(=O)[nH]c1=O	1%	0%	-4	-3	-5%	9	?	-5	-4%	-7%
C=C1CCC2C(C)(C)[C@@H](O)CC[C@@]2(C)[C@@H]1COc1ccc2ccc(=O)oc2c1 (some centres not stated)	-14%	21%	1	-1	-3%	-76*	-11%	5	-5%	-12%
CCOc1ccc(Nc2oc(-c3ccc(Cl)cc3)nc2C#N)cc1	0%	4%	-6	2	0%	-3	?	1	0%	13%
CCCCCC(=O)Nc1ccc(N2CCN(CC)CC2)c(Cl)c1	0%	-3%	23	7	1%	-6	?	-102*	-3%	-5%
O=C1C(Cc2ccc(O)cc2)NC(=S)N1Cc1ccccc1 (configuration not stated)	4%	3%	-1	5	-5%	-14	2%	27	0%	-11%
Cn1c(SCC(=O)NC2CCCC2)nc2cccnc21	-2%	0%	-20	-1	-7%	-9	-19%	-9	-3%	16%
O=C(Nc1ccc2ccccc2c1)N1CCCN(CCOc2ccccc2)CC1	-1%	3%	-2	6	3%	1	?	-13	1%	11%
CCOC(=O)N1CCN(c2ccc(F)cc2[N+](=O)[O-])CC1	2%	5%	-2	?	-5%	3	21%	11	9%	5%
CC(=O)Cc1nsc(NC(=O)c2ccc(-c3ccc(F)cc3)o2)n1	-1%	-3%	-11	-1	-1%	1	21%	-14	1%	-11%
CC(C)c1ccc(NC(=O)C(c2ccccc2)N2CCN(C(=O)c3ccco3)CC2)cc1 (configuration not stated)	-6%	0%	-6	1	-1%	-13	22%	-36	-2%	-13%
CC(C)N1C(=O)C2ON(c3ccccc3)C(c3cccs3)C2C1=O (configuration not stated)	0%	-1%	16	5	-1%	0	-4%	-15	6%	-11%
C/C(N)=C(/C#N)C(=O)COC(=O)c1ccccc1Oc1ccccc1	0%	0%	-2	24	11%	3	13%	-9	-4%	10%
CCN(CC)CCNC(C(=O)Nc1cc(C(F)(F)F)ccc1Cl)c1ccccc1 (configuration not stated)	-1%	9%	-31	4	-9%[46.1 µM]	-2	-3%	?	-1%	-11%
COc1ccc(-n2c(/C=C(\C)O)nc(=O)c3c(C)cc(C)nc32)cc1	0%	10%	2	5	.	26	8.2µM*	9	20µM*	-4%
CC(C)C[C@H](NC(=O)OC(C)(C)C)C(=O)N[C@@H](CO)[C@H](O)[C@@H]1C[C@@H]1C(=O)N(C)C	1%	-3%	-1	-4	-2%	38	-10%	17	0%	12%
CCCC(CCC)C(=O)NC1CCN(Cc2ccccc2)CC1	2%	0%	26	19	.	20	3%	2	6%	3%
O=C(NCC(c1ccc(F)cc1)N1CCOCC1)c1cc(F)c(F)c(F)c1F (configuration not stated)	3%	-10%	-8	1	-2%	-6	-1%	0	-5%	-4%
CCN1CCCC1CNC(=O)C1c2cc(OC)c(OC)cc2C(=O)N(C)C1c1cccnc1 (configuration not stated)	6%	-1%	11	-4	-9%	10	2%	-6	-2%	19%
